PI5P4K alpha inh: inhibitors of human PI5P4K alpha; max response, %; hit rate 1.2% among 330,000; AID 652105; P48426; PI5P4Kalpha enzyme, ADP-Glo luminescence, 60 min; active compounds read low; active means max response of -50% or lower; inconclusive means between -30% and -50%; inactive means -30% or higher; further: value at the top dose of about 77 µM; on the % scale 0 is the no-effect control and ±100 the full control effect
Target sequence (P48426 whole entry, looked up): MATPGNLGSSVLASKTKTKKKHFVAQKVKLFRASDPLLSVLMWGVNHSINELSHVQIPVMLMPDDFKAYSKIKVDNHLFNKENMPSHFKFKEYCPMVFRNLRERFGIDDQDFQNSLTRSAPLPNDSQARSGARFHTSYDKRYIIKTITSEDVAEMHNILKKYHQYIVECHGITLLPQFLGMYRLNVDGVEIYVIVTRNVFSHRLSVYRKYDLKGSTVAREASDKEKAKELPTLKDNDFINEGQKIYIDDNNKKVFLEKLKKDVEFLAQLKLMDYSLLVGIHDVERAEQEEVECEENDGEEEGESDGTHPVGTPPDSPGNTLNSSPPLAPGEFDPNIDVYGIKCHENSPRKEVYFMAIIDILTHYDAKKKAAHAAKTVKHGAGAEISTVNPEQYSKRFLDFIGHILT
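PI5P4Kalpha ADP-Glo assay; 5 microM ATP final; 60 min RT reaction; HEPES pH 7.4/EGTA/CHAPS, 5% DMSO; controls lacking substrate or enzyme; luminescent end-point.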
HEK293 tox: cytotoxicity in counter-screen for GLP-1R inverse agonists. HEK293 cAMP-luciferase reporter cells, luminescence, 24 h. hit rate 0.13% among 410,000. Potency, µM (highest dose often 38.3 µM), inactives show top-dose activity change, negative = inhibition, usual class: inhibitors. AID 624418;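 further: loss of luciferase light is scored as toxicity; potency means the concentration at half of the fitted maximal effect; on the % scale 0 is the no-effect control and ±100 the full control effect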
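Here, cytotoxicity is scored as loss of luminescence. The MLSMR collection was tested on cells seeded in medium containing 10% Nu serum, with a 24 hr compound exposure preceded by 12 hours of culture.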
PTHR1 ag: agonists of human PTHR1 parathyroid hormone receptor | Q03431 | HEK293 GP2 PTHR1 cells, GloSensor cAMP luminescence, 1 h | Potency, µM (highest dose often 115 µM), without a hit: at the top dose activation, actives largely listed as activators | hit rate 0.075% among 410,000 | AID 743266; further: potency means the concentration at half of the fitted maximal effect; nearly all actives have a fitted effect of over 55% in size; some results filed as inactive show a strong effect at the top dose; inactives centre near -15; many of its hits are not listed in these tables
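HEK-293-derived GP2 cells expressing PTHR1 and a GloSensor cAMP reporter, 3,000/well, plated overnight, given luciferin plus IBMX (each 0.5 mM as added) for 1 h at 37 °C, then compound for 1 h at 37 °C. Luminescence was read after 15 min at room temperature.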
EPAC1 antagonist: EPAC1 (human) antagonism. O95398. EPAC1 GEF assay, Rap1b-BODIPY-GDP exchange fluorescence. Potency, µM (top dose mostly 115 µM), for the others: top-dose activity change, negative = inhibition, hits mostly inhibitors. hit rate 0.14% among 360,000;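 further: potency means the concentration at half of the fitted maximal effect; plate controls were vehicle for no effect and positive control for full effect; nearly all actives have a fitted effect of over 50% in size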
EPAC1 agonist: EPAC1 (human) agonism | O95398 | EPAC1 agonist qHTS, biochemical assay; response scale: 100% = response to 6.5 mM cAMP | Potency, µM (highest dose often 154 µM), for inactives: at the top dose activation, usual class: activators | hit rate 0.073% among 360,000; further: potency means the concentration at half of the fitted maximal effect; nearly all actives have a fitted effect of over 60% in size
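Fluorescent GDP-exchange assay: 100 nM EPAC1 with 250 nM Rap1B preloaded with BODIPY-GDP and 50 uM GDP; compounds tested as concentration series, 5 min at room temperature, then read every 5 min for 30 min (ex 480/em 540 nm); normalized to 6.5 mM cAMP.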
GLP-1R inv ag: inverse agonists of human GLP-1 receptor | P43220 | HEK293 GLP-1R CRE-luciferase, luminescence, 24 h; GLP-1R form is constitutively active | Potency, µM (titrated, usually from 38.3 µM), inactives show top-dose activity change, negative = inhibition, hits mostly inhibitors | hit rate 1.6% among 410,000; further: potency means the concentration at half of the fitted maximal effect; on the % scale 0 is the no-effect control and ±100 the full control effect; nearly all actives have a fitted effect of over 55% in size
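Stable HEK293 clone (constitutively active GLP-1R + cAMP-response luciferase); 200 cells/uL plated, 12 h pre-culture, compound 24 hr, 37 deg C/5% CO2; detection reagent 12 min RT; luminescence.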
IL-2 act: activators of IL-2. hit rate 0.065% among 360,000. activation, % (series mostly up to about 46 µM). IL-2 activation reporter assay, cell-based qHTS; stimulated with anti-CD3/CD4/CD28 beads; in transgenic mouse T cells; in the data active means activation above about 50%; inconclusive means mostly about 30% to 49%; further: 0% is about no effect
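EGFP and DsRed fluorescence is measured by plate cytometry in unstimulated transgenic mouse T cells exposed to compound for 60 minutes, then stimulated 18 hours at 37 degrees C with anti-CD3/anti-CD4 beads plus anti-CD28.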
GLP-1R agonist: agonists of human GLP-1 receptor; HEK293 GLP-1R CRE-luciferase, luminescence, 4-6 h; cells express a hypersensitive GLP-1R form; hit rate 0.007% among 380,000; P43220; Potency, µM (series often up to 45.6 µM), for the others: top-dose activation, usual class: activators; AID 624172; further: potency means the concentration at half of the fitted maximal effect; % of control where 0% means no effect
PLK1 PBD block: blocks phosphopeptide binding to human PLK1 polo-box domain. P53350. hit rate 2.8% among 360,000. Potency, µM, without a hit: max response, negative = inhibition, hits mostly inhibitors. AID 720504. Plk1 PBD binding of FITC phosphopeptide, fluorescence polarization; further: potency means the concentration at half of the fitted maximal effect; series mostly up to about 57 µM; on the % scale 0 is the no-effect control and ±100 the full control effect; nearly all actives have a fitted effect of over 65% in size
Target sequence (P53350 whole entry, looked up, the tested form may be a part): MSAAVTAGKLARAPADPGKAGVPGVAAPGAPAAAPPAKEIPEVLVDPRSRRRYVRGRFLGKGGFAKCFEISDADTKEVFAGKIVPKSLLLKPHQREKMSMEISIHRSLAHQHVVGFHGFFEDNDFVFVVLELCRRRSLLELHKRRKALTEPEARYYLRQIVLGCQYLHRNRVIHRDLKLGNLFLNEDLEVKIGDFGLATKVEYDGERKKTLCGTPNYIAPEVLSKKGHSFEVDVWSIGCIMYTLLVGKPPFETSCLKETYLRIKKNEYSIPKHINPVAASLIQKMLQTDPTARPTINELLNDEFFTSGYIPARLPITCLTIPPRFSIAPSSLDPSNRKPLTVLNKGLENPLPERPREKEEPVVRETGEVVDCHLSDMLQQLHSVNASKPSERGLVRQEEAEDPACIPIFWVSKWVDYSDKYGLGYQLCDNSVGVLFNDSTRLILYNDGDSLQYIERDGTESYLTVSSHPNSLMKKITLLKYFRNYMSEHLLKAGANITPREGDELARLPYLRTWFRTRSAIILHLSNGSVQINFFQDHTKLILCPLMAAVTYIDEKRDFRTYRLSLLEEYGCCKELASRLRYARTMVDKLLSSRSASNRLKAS
* marks the source's active call; other numbers are inactive results; i = inactive; u = inconclusive; x = not tested or not shown; & = joins results of further samples; [ ] = dose if it differs, or a comment. Unless noted, the call rests on the fitted dose curve; in most records, active means well fitted curve in the direction sought with a large enough effect; inconclusive means small, poorly fitted or top-dose-only effect, or another doubt; inactive means no such curve, though single readings can be large; an effect the other way counts as inactive or inconclusive. An excerpt; count on the stated rates, not on these rows.

Compound | EPAC1 antagonist | PTHR1 ag | PI5P4K alpha inh | HEK293 tox | GLP-1R agonist | PLK1 PBD block | IL-2 act | GLP-1R inv ag | EPAC1 agonist
O=[N+]([O-])c1ccc(Cl)c(/C=N/N2CCN(Cc3ccccc3Cl)CC2)c1 | -7% | -14%[57.5 µM] | 2 | 1% | 9% | -10% | 0.4 | -9% | 15%
O=C(COC(=O)COc1ccc(Cl)cc1)NC1CCCC1 | -7% | 11% | -4 | -2% | -8% | -13% | -0.2 | 1% | -1%
Cc1cc(C)c(NC(=O)CSc2nncn2-c2cccnc2)c(C)c1 | -3% | i | 1 | 5% | 6% | -6% | 0.6 | 25% | -6%
COc1ccccc1/C=C/C(=O)NCC(=O)N/N=C/c1ccc2c(c1)OCO2 | 7% | -4% | -9 | -4% | 11% | -14% | -3.0 | -9% | 9%
Cc1cccc(C)c1NC(=O)CNC(=O)Cc1ccc(Br)cc1 | -26% | -10% | 3 | 3% | -2% | -17% | 2.6 | -6% | -14%
CNS(=O)(=O)c1ccc(Oc2ccc(S(=O)(=O)NC)cc2)cc1 | 2% | -19% | -10 | 47%[activator] | 8% | -7% | -0.5 | 13% | 9%
COc1cccc(C(O)c2nc(-c3cnn(C)c3)cs2)c1 (configuration not stated) | 1% | -16% | -8 | 2% | 6% | -1% | 1.2 | 27% | -8%
Cn1cnnc1Sc1nc2c(c(=O)n(C)c(=O)n2C)n1C | 13% | i | -7 | -4% | 0% | 0% | 0.4 | 0% | -3%
O=[N+]([O-])c1ccc(OCCCCN2CCCCC2)cc1 | -10% | i | 3 | -1% | -3% | -5% | 0.6 | -12% | -3%
Cc1ccc(S(=O)(=O)N2CCCOC2CNC(=O)C(=O)NCc2ccc3c(c2)OCO3)cc1 (configuration not stated) | -5% | -32%[inhibitor] | -9 | -4% | 3% | 1% | -0.2 | -4% | -12%
O=C(NCc1ccccc1)/C(=C/c1ccco1)NC(=O)c1ccco1 | -6% | -19% | -1 | 0%[7.66 µM] | -2% | 4% | 0.2 | -1%[7.66 µM] | -6%
O=C(NCCc1ccc(Cl)cc1)c1ccc2c(c1)N(Cc1c(F)cccc1Cl)C(=O)CS2 | x | -12% | x | u | 0% | x | x | -29% | x

Part of the list above in order of molar mass, falling:
Compound | EPAC1 antagonist | PTHR1 ag | PI5P4K alpha inh | HEK293 tox | GLP-1R agonist | PLK1 PBD block | IL-2 act | GLP-1R inv ag | EPAC1 agonist
Cc1ccc(S(=O)(=O)N2CCCOC2CNC(=O)C(=O)NCc2ccc3c(c2)OCO3)cc1 (configuration not stated) | -5% | -32%[inhibitor] | -9 | -4% | 3% | 1% | -0.2 | -4% | -12%
Cc1cccc(C)c1NC(=O)CNC(=O)Cc1ccc(Br)cc1 | -26% | -10% | 3 | 3% | -2% | -17% | 2.6 | -6% | -14%
COc1cccc(C(O)c2nc(-c3cnn(C)c3)cs2)c1 (configuration not stated) | 1% | -16% | -8 | 2% | 6% | -1% | 1.2 | 27% | -8%

(list continues)
Compound | EPAC1 antagonist | PTHR1 ag | PI5P4K alpha inh | HEK293 tox | GLP-1R agonist | PLK1 PBD block | IL-2 act | GLP-1R inv ag | EPAC1 agonist
C/C(COc1ccccc1)=N\NC(=O)c1nnn(-c2nonc2N)c1CSc1ccccc1 | -6% | 0% | 0 | 0% | 1% | 3% | -0.8 | -5% | -2%
CCN(c1cccc(C)c1)S(=O)(=O)c1cnc[nH]1 | -2% | i | x | -15% | -4% | -5% | -0.2 | -5% | -2%
COc1cccc(-c2nn(C)c3sc(C(=O)NCc4ccc(C)o4)cc23)c1 | -10% | i | -11 | -20% | 7% | u | -1.0 | u | 9%
O=C(c1cc(-c2ccco2)on1)N1CCN(c2ccccc2)CC1 | -9% | -89%[inhibitor] | -26 | -20% | 1% | 1% | -0.1 | u | -5%
COc1ccc(S(=O)(=O)N2CCOCC2)cc1C(=O)N1CCCC1 | 12% | -22% | 1 | 8% | -2% | 0% | -4.0 | 8% | -8%
CSc1nnc(C(C)(C)C)c(=O)n1/N=C/c1ccc(C(C)C)cc1 | -2% | i | 1 | 0% | 8% | -2% | 0.4 | 15% | 2%
COc1ccc(C)cc1NC(=O)C(=O)NCCc1sc(-c2cccc(C)c2)nc1C | x | -8% | x | -3% | 14% | x | x | -1% | x
COC(=O)c1cc(CNC(=O)c2sccc2-c2ccccc2)ccc1OC | 0% | -8% | 0 | 3% | 8% | 2% | -0.6 | 6% | -7%
COc1ccc(/C=C/C(=O)OCC(=O)NC2CCCCC2C)c(OC)c1 (configuration not stated) | -17% | -15% | 5 | -21% | -2% | -2% | 0.1 | -14% | -7%
O=C(NCC1CCCN1S(=O)(=O)c1cccs1)c1cccc(F)c1 (configuration not stated) | 11% | -1% | 4 | -1% | 2% | -5% | -5.5 | 9% | -2%
COc1ccc(-n2c(C)cc(SC)c(C(C)=O)c2=S)cc1 | 8% | i | -4 | 14% | 5% | 0% | 1.1 | 15% | 1%
CC(C)CSc1nc2ccccc2n1CC(=O)O | -20% | i | -10 | 0% | 7% | -13% | 0.8 | -5% | 8%
CCCNC(=O)c1ccc(OC)cc1OC | -6% | i | 0 | 2% | -6% | -10% | -3.0 | 1% | 4%
CCc1nc2c(OCC(=O)C(C)(C)C)cccn2c1N(C)C(=O)COc1ccccc1 | -11% | i | -3 | -6% | 11% | -9% | -0.3 | 14% | 3%
COc1ccc(C(CCNCc2ccccc2)c2ccc(F)cc2)cc1 (configuration not stated) | -21% | i | -1 | -14% | -9% | -10% | 0.0 | u | -1%
Cc1ccc(-c2c(C)sc(NC(=O)C3C4CCC(O4)C3C(=O)O)c2C(=O)OC(C)C)cc1 (configuration not stated) | -3% | -21% | -15 | -5% | 7% | u | -2.8 | u | -22%
O=[N+]([O-])c1ccc(-c2c(-c3ccccc3)ncc3cc(F)ccc23)cc1 | -5% | -17% | 4 | 19% | 16% | -1% | -1.9 | -4% | 1%
CSCCC(NS(=O)(=O)c1ccccc1)C(=O)Nc1nccs1 (configuration not stated) | -2% | i | -14 | 2% | 0% | u | -1.2 | u | 2%
O=C(Nc1cccc(Cl)c1)c1ccc(NCCCN2CCOCC2)c([N+](=O)[O-])c1 | -12% | -38%[inhibitor][57.5 µM] | 18 | -10% | -10% | -10% | -0.4 | 5µM* | 11%
Nc1cc(=O)nc(SCc2ccccc2)n1Cc1ccco1 | 6% | -16% | 6 | -5% | 6% | -9% | -4.3 | -1% | -6%
O=C(N/N=C/c1cnc(N2CCCCC2)s1)c1ccc(C(F)(F)F)cc1 | -10% | i | 1 | 3% | -3% | -1% | -3.3 | 3% | 5%
CC(=O)N1c2c(cc(Br)cc2S(=O)(=O)NCc2ccccc2Cl)CC1C (configuration not stated) | x | -11% | x | -5% | 3% | x | x | -12% | x
O=C(c1ccncc1)N(Cc1ccco1)Cc1cc2ccccc2[nH]c1=O | 4% | i | 1 | -32% | -2% | 0% | -1.9 | 39%[activator] | 1%
COc1ccc(-c2nnc(NC(=O)C3CCCO3)s2)cc1 (configuration not stated) | -2% | -15% | x | -15% | -7% | -8% | -2.4 | 5% | -4%
O=C([O-])c1ccccc1-[n+]1c(-c2ccccc2)cc(-c2ccccc2)cc1-c1ccccc1 | 15% | -20% | -4 | -35% | -4% | -3% | -0.1 | -25% | -8%
COc1ccc(/C=N\NC(=O)C2COc3ccccc3O2)cc1O (configuration not stated) | -1% | u | -6 | -11% | 8% | -23% | -0.4 | -13% | -2%
CC(=O)O[C@H]1C(=O)[C@@]2(C)[C@H]([C@H](OC(=O)c3ccccc3)[C@]3(O)C[C@H](OC(=O)[C@H](O)[C@@H](NC(=O)c4ccccc4)c4ccccc4)C(C)=C1C3(C)C)[C@]1(OC(C)=O)CO[C@@H]1C[C@@H]2O | 9% | -12% | 7 | -33% | 18%&13% | -15% | 0.5 | -67% | -5%
O=C(Cc1ccccc1[N+](=O)[O-])NCc1ccco1 | -16% | i | -4 | -4%[7.66 µM] | 7% | -7% | 0.3 | -4%[7.66 µM] | 9%
OCCC1CN(Cc2cccn2-c2ccccn2)CCN1Cc1ccccc1 (configuration not stated) | -1% | i | 0 | 0% | 6% | -5% | 0.1 | -10% | -1%
COc1ccc(C(=O)COC(=O)[C@@H](NS(=O)(=O)c2ccccc2)C(C)C)cc1 | -6% | -90%[inhibitor] | 5 | -3% | 9% | -2% | -2.2 | -46% | 0%
CC(=O)Nc1ccc(S(=O)(=O)N(C)CC(=O)N/N=C/c2ccc(C(=O)O)cc2)cc1 | -9% | i | 1 | 1% | -2% | -7% | 0.7 | 1% | 7%
Cc1cc(C)n(C(=O)CN2C(=O)CCC2=O)n1 | 3% | 0%[57.5 µM] | 6 | -2% | -1% | -1% | 0.2 | 1% | 7%
CCOc1cc(/C=N/NC(=O)C2CCCC2)ccc1O | -21% | i | -1 | -3% | -4% | 2% | -3.5 | 2% | -14%
OCC[C@H]1C[C@@H](O)[C@H](O)[C@@]2(CCCO2)O1 | -9% | 7% | 7 | -7% | -5% | -12% | 0.0 | 16% | -7%
CC1=C(C(=O)N2CCOCC2)CC(CC(=O)NC(c2ccccc2)c2ccccc2)C(=O)N1CCC1=CCCCC1 (configuration not stated) | 3% | -14% | -1 | -11% | 2% | -18% | -0.6 | -21% | -17%
COc1ccc(CN2C3CCCC2CC(NC(=O)Nc2cccc(C)c2)C3)cc1 (configuration not stated) | 1% | -8% | 3 | -13% | 5% | -1% | -2.0 | u | 10%
Cc1ccc2c(c1)nnn2C1CCN(CC(=O)N2CCN(c3ccc(F)cc3)CC2)CC1 | -17% | i | 3 | -1% | -2% | -2% | -3.0 | 9% | -10%
CCCNC(=O)C1CC2Cn3c(nc4ccccc43)C2N1C (configuration not stated) | -6% | i | -2 | 9% | -3% | -2% | 0.2 | 19% | -3%
O=C(CSc1nc2ccccc2o1)NCc1n[nH]c(=O)c2ccccc12 | 8% | i | -2 | 5% | 3% | -8% | -0.1 | 3% | 4%
